PAFAH2 inh: PAFAH2 enzyme inhibitors, primary screen, biochemical, fluorescence polarization, human; Platelet-activating factor acetylhydrolase 2, cytoplasmic (Homo sapiens), Q99487; recombinant PAFAH2, FP-rhodamine activity probe; inhibition, % at 3.39 µM; 0.99% of 340,000 active; AID 492956, 2010;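 active = inhibition above the mean over all tested compounds plus 3 SD, cut at about 30% in these data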;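 note: inhibitors block probe labeling of enzyme so polarization drops; 0% = enzyme with DMSO and 100% = wells lacking PAFAH2 protein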
ZTA counter: blocks Epstein-Barr virus ZTA, an EBNA-1 counter-screen | P03206 | ZTA-DNA binding, fluorescence polarization | inhibition, % at 11 µM | 0.15% of 320,000 active; in the data active = inhibition above about 33%
Target sequence (P03206 whole entry, looked up): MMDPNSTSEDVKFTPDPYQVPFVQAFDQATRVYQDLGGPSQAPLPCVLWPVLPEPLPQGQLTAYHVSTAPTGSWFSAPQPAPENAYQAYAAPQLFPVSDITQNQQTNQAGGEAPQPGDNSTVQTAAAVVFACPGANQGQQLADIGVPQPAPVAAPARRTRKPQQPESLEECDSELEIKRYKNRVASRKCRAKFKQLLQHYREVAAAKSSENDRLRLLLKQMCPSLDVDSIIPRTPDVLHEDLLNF
PREPL inh: PREPL enzyme inhibitors, primary screen, biochemical, fluorescence polarization; Prolyl endopeptidase-like (Homo sapiens), Q4J6C6; recombinant PREPL, fluorescence polarization activity-based probe; inhibition, % at 5.96 µM; 0.68% of 320,000 active; in the data active = inhibition above about 43%;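 note: 0% = enzyme with DMSO and 100% = wells lacking enzyme; many of its hits are not listed in these tables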
Target sequence (Q4J6C6 whole entry, looked up): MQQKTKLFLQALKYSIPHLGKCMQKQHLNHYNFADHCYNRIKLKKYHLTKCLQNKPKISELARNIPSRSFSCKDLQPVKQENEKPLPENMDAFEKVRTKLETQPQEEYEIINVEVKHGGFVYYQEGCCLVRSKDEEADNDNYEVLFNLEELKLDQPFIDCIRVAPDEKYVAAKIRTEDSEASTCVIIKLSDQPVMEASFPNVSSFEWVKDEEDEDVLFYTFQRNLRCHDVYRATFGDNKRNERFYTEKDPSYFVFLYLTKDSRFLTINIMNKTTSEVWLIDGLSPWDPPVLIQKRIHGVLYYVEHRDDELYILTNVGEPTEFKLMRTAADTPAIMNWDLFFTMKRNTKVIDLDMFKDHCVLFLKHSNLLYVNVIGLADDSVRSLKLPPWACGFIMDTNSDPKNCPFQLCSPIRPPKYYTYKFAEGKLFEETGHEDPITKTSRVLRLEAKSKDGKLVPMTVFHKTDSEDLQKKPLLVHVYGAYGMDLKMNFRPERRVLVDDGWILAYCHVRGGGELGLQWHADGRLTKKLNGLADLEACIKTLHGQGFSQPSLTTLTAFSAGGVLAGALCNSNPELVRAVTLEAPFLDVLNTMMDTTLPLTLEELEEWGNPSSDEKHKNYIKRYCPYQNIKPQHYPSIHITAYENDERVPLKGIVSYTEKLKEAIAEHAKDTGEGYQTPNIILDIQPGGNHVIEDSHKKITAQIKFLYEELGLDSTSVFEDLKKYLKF
LYPLA1 inh: LYPLA1 inhibitors, primary screen, counter-screen for PME1 inhibitor project, biochemical, fluorescence polarization, FP-Rh probe ABPP; Acyl-protein thioesterase 1 (Homo sapiens), O75608; recombinant LYPLA1; inhibition, % at 5.9 µM; 0.16% of 320,000 active; AID 2174, 2009;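 active = inhibition above the mean of all tested compounds plus 3 SD, set per campaign, cut at about 14% in these data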;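 note: inhibitors block serine hydrolase probe labeling of LYPLA1 so polarization falls; 0% = enzyme with DMSO and 100% = wells lacking LYPLA1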
EBNA-1 inh: EBNA-1 DNA-binding inhibitors, primary screen, biochemical, fluorescence polarization. AID 1950, 2009. 0.34% of 300,000 active. inhibition, % at 14.8 µM; in the data active = inhibition above about 28%
PAFAH1B3 FP inh: PAFAH1B3 enzyme inhibitors, primary screen, biochemical, fluorescence polarization, human; Platelet-activating factor acetylhydrolase IB subunit alpha1 (Homo sapiens), Q15102; recombinant PAFAH1B3, FP-rhodamine probe; inhibition, % at 3.39 µM; 0.28% of 340,000 active;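 active = inhibition above the screen-wide average of all tested compounds plus 3 SD, cut at about 25% in these data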;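 note: 0% = enzyme with DMSO only and 100% = wells lacking PAFAH1B3 protein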
pPAFAH FP inh: pPAFAH enzyme inhibitors, primary screen, biochemical, fluorescence polarization, human; recombinant pPAFAH, FP-rhodamine probe fluorescence polarization; inhibition, % at 3.39 µM; 1.5% of 330,000 active; AID 463082, 2010;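 active = inhibition above the mean inhibition across the screen plus 3 SD, cut at about 25% in these data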;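 note: inhibitors block binding of the rhodamine activity-based probe so polarization drops; 0% = enzyme with DMSO and 100% = wells lacking pPAFAH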
LYPLA2 inh: LYPLA2 inhibitors, primary screen, counter-screen for PME1 inhibitor project, biochemical, fluorescence polarization, FP-Rh probe ABPP; inhibition, % at 5.9 µM; Acyl-protein thioesterase 2 (Homo sapiens), O95372; recombinant LYPLA2; 0.38% of 320,000 active;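 active = inhibition above the screen-wide mean plus 3 SD, limit set per campaign, cut at about 26% in these data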;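 note: 0% = LYPLA2 with DMSO and 100% = wells lacking LYPLA2 enzyme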
PAFAH1B2 FP inh: PAFAH1B2 enzyme inhibitors, primary screen, biochemical, fluorescence polarization, human. Platelet-activating factor acetylhydrolase IB subunit alpha2 (Homo sapiens), P68402. recombinant PAFAH1B2, FP-rhodamine activity probe. inhibition, % at 3.39 µM. 1.2% of 340,000 active. AID 492953, 2010;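 active = inhibition above the mean of all tested compounds plus 3 SD, cut at about 24% in these data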;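 note: 0% = enzyme with DMSO and 100% = wells lacking PAFAH1B2; many of its hits are not listed in these tables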
Starred values were filed as active, the others as inactive; x = no result given. Not all compounds are listed, so the mix of outcomes need not match the whole.

Start of the data: the first 8 compounds as a preview:
The line under a structure holds: PAFAH2 inh | ZTA counter | PREPL inh | LYPLA1 inh | EBNA-1 inh | PAFAH1B3 FP inh | pPAFAH FP inh | LYPLA2 inh | PAFAH1B2 FP inh
> O=C(NCCCN1CCOCC1)c1ccc2c(=O)n(Cc3ccccc3)c(=S)[nH]c2c1
    -8 | -21 | -7 | -3 | 1 | 2 | 3 | -11 | 12
> O=C(O)c1cccc(Oc2ccccc2[N+](=O)[O-])c1
    -4 | -12 | -1 | -1 | 7 | 5 | -3 | -2 | 5
> Cc1ccc(-c2nn(-c3ccccc3)cc2/C=C2\SC(=S)N(CC(=O)O)C2=O)cc1
    5 | 19 | 20 | -1 | -8 | -4 | 1 | -3 | -1
> CS(=O)(=O)N1CCN=C1SCc1ccccc1
    -1 | -6 | 17 | 1 | 6 | 8 | 1 | -5 | 2
> CCOC(=O)C1=C(O)/C(=C/c2ccc(OCC(=O)O)c(OCC)c2)SC1=Nc1ccc(C)cc1
    -14 | 0 | 10 | -7 | -1 | 11 | -4 | -5 | 4
> CC1CCN(C(=O)CSc2nc3ccccc3c(=O)[nH]2)CC1
    3 | -10 | 2 | -1 | 6 | 5 | 0 | 6 | 2
> Cc1cc(C)nc(NN=C(c2ccccc2)c2ccccc2)n1
    -2 | 0 | 2 | -1 | 1 | -1 | 3 | -1 | -1
> O=C(Nc1ccc(F)cc1)Nc1ccc(S(=O)(=O)N2CCCC2)cc1
    -10 | -1 | 3 | -20 | x | 4 | -6 | -21 | -1

This part in full, repeating the preview:
The line under a structure holds: PAFAH2 inh | ZTA counter | PREPL inh | LYPLA1 inh | EBNA-1 inh | PAFAH1B3 FP inh | pPAFAH FP inh | LYPLA2 inh | PAFAH1B2 FP inh
> O=C(NCCCN1CCOCC1)c1ccc2c(=O)n(Cc3ccccc3)c(=S)[nH]c2c1
    -8 | -21 | -7 | -3 | 1 | 2 | 3 | -11 | 12
> O=C(O)c1cccc(Oc2ccccc2[N+](=O)[O-])c1
    -4 | -12 | -1 | -1 | 7 | 5 | -3 | -2 | 5
> Cc1ccc(-c2nn(-c3ccccc3)cc2/C=C2\SC(=S)N(CC(=O)O)C2=O)cc1
    5 | 19 | 20 | -1 | -8 | -4 | 1 | -3 | -1
> CS(=O)(=O)N1CCN=C1SCc1ccccc1
    -1 | -6 | 17 | 1 | 6 | 8 | 1 | -5 | 2
> CCOC(=O)C1=C(O)/C(=C/c2ccc(OCC(=O)O)c(OCC)c2)SC1=Nc1ccc(C)cc1
    -14 | 0 | 10 | -7 | -1 | 11 | -4 | -5 | 4
> CC1CCN(C(=O)CSc2nc3ccccc3c(=O)[nH]2)CC1
    3 | -10 | 2 | -1 | 6 | 5 | 0 | 6 | 2
> Cc1cc(C)nc(NN=C(c2ccccc2)c2ccccc2)n1
    -2 | 0 | 2 | -1 | 1 | -1 | 3 | -1 | -1
> O=C(Nc1ccc(F)cc1)Nc1ccc(S(=O)(=O)N2CCCC2)cc1
    -10 | -1 | 3 | -20 | x | 4 | -6 | -21 | -1
> O=C(COc1ccc(/C=N/NC(=O)c2cc3ccccc3o2)cc1Cl)Nc1ccccc1
    -24 | 5 | -6 | -9 | -13 | -24 | -3 | -17 | -16
> COc1ccc(C(CC(=O)c2ccccc2)S(=O)(=O)c2ccc(C)cc2)cc1 (stereo unspecified)
    -20 | 5 | 2 | 0 | 1 | 2 | -3 | 0 | 2
> CCOC(=O)c1[nH]c2ccc(OC)cc2c1NC(=O)/C=C/c1ccc2c(c1)OCO2
    -8 | 1 | 0 | -6 | -4 | -5 | -4 | -4 | 1
> Cc1cccc(N/C=C/C(=O)c2cccs2)c1C
    14 | 2 | 5 | -3 | 6 | 5 | 15 | 1 | 7
> Cc1cccc(NC(=O)c2ccc(COc3ccccc3)o2)n1
    1 | 11 | -2 | -4 | 9 | 10 | -2 | 11 | 2
> CC(=O)Nc1ccc(NC(=O)C(C)Sc2nc3ccccc3c(=O)n2Cc2ccco2)cc1 (stereo unspecified)
    -1 | 18 | 8 | -4 | 11 | 0 | 2 | -1 | -1
> NC(=O)c1ccccc1NC(=O)/C=C/c1c(Cl)cccc1Cl
    6 | 9 | -5 | -8 | -6 | 0 | -18 | -3 | -2
> Cc1ccc(S(=O)(=O)N2CCN(C(=O)COC(=O)CCOc3ccccc3)CC2)c(C)c1
    1 | 20 | 18 | 4 | x | -5 | 16 | 7 | 5
> COc1ccc(CC(NC(C)=O)C(=O)NC2CCN(C(=O)NCc3ccccc3)CC2)cc1OC (stereo unspecified)
    -1 | -1 | 0 | 2 | 3 | -2 | 2 | -2 | 4
> Cn1cnnc1SCc1ccccc1Br
    2 | -3 | -5 | -1 | -5 | 11 | 3 | 12 | 1
> Cc1csc2nc(NC(=O)c3ccccc3)sc(=O)c12
    x | -10 | 0 | -8 | 3 | x | -18 | -39 | x
> CCCc1nc2oc3c(NCCOCCO)ncnc3c2c2c1COC(C)(C)C2
    3 | -20 | 5 | 1 | 4 | 6 | 8 | 7 | 4
> C#CCOCCOCCOCCNc1nc(N2CCN(C(=O)[C@H](CCCN=C(N)N)n3cc(C(N)[C@@H](C)CC)nn3)CC2)nc(N2CCN(C(=O)[C@H](CCCCN)n3cc([C@@H](N)[C@H](C)CC)nn3)CC2)n1 (stereo partly specified)
    2 | x | 29 | x | x | 2 | -5 | x | 0
> O=C(NCc1ccccc1F)C(=O)NCC1OCCCN1S(=O)(=O)c1cccs1 (stereo unspecified)
    -6 | -15 | -3 | 2 | 12 | 3 | 3 | -2 | 12
> O=S(=O)(NC1CC1)c1cccc(S(=O)(=O)N2CCCC2)c1
    -2 | 12 | -7 | 2 | 2 | 0 | 6 | -5 | -2
> Cc1ccc(Sc2ncccc2C(=O)NCC(c2ccc(F)cc2)N2CCOCC2)cc1C (stereo unspecified)
    -2 | 15 | -5 | -1 | -1 | 7 | 9 | -1 | 3
> COc1ccc(S(=O)(=O)Nc2ccc3c(c2)C(=O)N([C@H](C)CO)C[C@H](C)[C@@H](CN(C)C(=O)NC(C)C)O3)cc1
    9 | x | 17 | x | x | 4 | 3 | x | 10
> Cc1cnc(C(=O)OCC(=O)C23CC4CC(CC(C4)C2)C3)cn1
    -4 | -8 | -5 | 4 | -9 | 4 | 1 | 4 | 12
> CCCCCCC1CC(CCc2nc(=S)[nH][nH]2)C(=O)O1 (stereo unspecified)
    -2 | 5 | -1 | -5 | 2 | 14 | 5 | -3 | 8
> NC(=O)COc1ccc(NS(=O)(=O)Cc2ccccc2)cc1
    -9 | 2 | -9 | -1 | 5 | 7 | -1 | -4 | 3
> COc1ccc(OC)c(C(=O)CN2C(=O)NC(C)(c3ccccc3)C2=O)c1 (stereo unspecified)
    5 | -5 | 8 | 0 | 6 | 2 | 2 | 8 | 7
> Cn1cnc2c(=O)[nH]cc([N+](=O)[O-])c21
    -2 | -8 | 4 | 0 | 12 | 1 | 5 | -1 | 7
> CC(C)c1ccc(NC(=O)C(c2ccccc2)N(C)C(=O)CCc2c[nH]c3ccccc23)cc1 (stereo unspecified)
    10 | 5 | 1 | -1 | -5 | -6 | 7 | -3 | -7
> Cc1oc(C(C)(C)C)cc1C(=O)Nc1ccc(C(=O)O)cc1
    0 | 4 | -6 | 5 | 0 | 9 | 5 | 6 | -5
> COc1ccc(NC(=O)C2CCN(S(=O)(=O)c3ccc(Br)s3)CC2)cc1OC
    2 | -7 | 29 | 1 | -8 | 7 | 6 | 8 | 10
> Cc1ccc(Nc2ccncc2S(N)(=O)=O)cc1
    x | -2 | -5 | -2 | 6 | x | 2 | 2 | x
> CSc1nc(NCCCO)c2c3c(sc2n1)CN(C)CC3
    6 | -6 | 8 | -2 | 5 | -1 | -7 | -4 | 4
> COc1ccc(NC(C)=O)cc1S(=O)(=O)Nc1ccc2c(c1)OCCO2
    2 | -8 | 1 | 1 | -3 | 6 | 9 | 6 | 9
> COc1ccc(N=C2SCC(=O)N2CCc2ccc(OC)c(OC)c2)cc1
    -1 | -4 | -2 | -1 | -2 | 12 | 2 | 8 | 4
> Cc1cc(=O)[nH]c(SCC(=O)c2ccc3c(c2)NC(=O)CO3)n1
    2 | 7 | 4 | 2 | -11 | 4 | 3 | 0 | 5
> O=c1[nH]c(=O)n(CCOc2ccc(Cl)cc2)cc1Br
    9 | 17 | -10 | -1 | 8 | 3 | -1 | 0 | 7
> CCCn1c(N)c(N(CCOC)C(=O)c2ccc([N+](=O)[O-])c(C)c2)c(=O)[nH]c1=O
    -8 | 14 | -6 | -4 | 12 | 3 | 5 | -1 | -2
> CCN(C(=O)COC(=O)c1ccccc1NCCO)C1CCS(=O)(=O)C1 (stereo unspecified)
    -2 | 10 | 7 | -4 | 3 | 0 | 6 | 0 | 4
> Cc1ccc(Nc2nc(C(=O)N3CCC(C(=O)N4CCN(C)CC4)CC3)cs2)cc1
    8 | -6 | 3 | 1 | 6 | -6 | 23 | 2 | -5
> O=C1NNC(c2ccccc2)=N/C1=C\c1ccccc1
    9 | 3 | 1 | 2 | 6 | -1 | 3 | 2 | 3
> Cc1nn(C)c(C(=O)Nc2ccc(S(=O)(=O)NC34CC5CC(CC(C5)C3)C4)cc2)c1Br
    -1 | -10 | -6 | -27 | -11 | -2 | 2 | -55 | 1
> Cc1cc(C)n2cc(CSc3ccccn3)nc2n1
    1 | 5 | 11 | 0 | -11 | 3 | -4 | 1 | 2
> Cc1ccc(CNC(=O)CSCc2ccccc2)cc1
    8 | 4 | -11 | 1 | 5 | 6 | 6 | 1 | 16
> COc1cc2c(cc1OC)/C(=C/C(=O)c1cccc([N+](=O)[O-])c1)NCC2
    -5 | 3 | 8 | 4 | -6 | 8 | 13 | -4 | 2
> Fc1ccccc1Cc1noc(CN2CCN(c3ccc(Cl)cn3)CC2)n1
    2 | 15 | -24 | -1 | 6 | 8 | 5 | 3 | 6
> Clc1ccc2nc(-c3ccc(Cl)nc3)[nH]c2c1
    0 | 1 | -5 | -16 | 7 | 6 | -1 | -15 | 6
> CN(C)CCCC(C)(O)C(C)(C)c1ccccc1 (stereo unspecified)
    -7 | 5 | 1 | -1 | 1 | 5 | 4 | -2 | -1
> CCN(CC)CCNC(=O)C1CCCCN1S(=O)(=O)c1cccc([N+](=O)[O-])c1 (stereo unspecified)
    -2 | 14 | -1 | 5 | 5 | -3 | 6 | 13 | 3
> O=C(NCc1ccccc1)C1=C[C@H](c2ccc(C(F)(F)F)cc2)C[C@H](OCc2ccc(CO)cc2)O1
    -15 | -2 | 10 | -3 | -3 | -7 | -1 | -6 | 9
> O=C(NC1CC1)C1=C[C@H](c2c[nH]c3ccccc23)C[C@H](OCc2ccc(CO)cc2)O1
    0 | 0 | 26 | 1 | -7 | 12 | 5 | 2 | -1
